Giardia FBPA inh = Giardia lamblia aldolase inhibition. Potency, µM (doses to about 59.6 µM), for inactives: top-dose activity, negative = inhibition, actives largely listed as inhibitors. purified Giardia FBPA. 290,000 compounds, 0.71% hits. A8B2U2; further: potency means the concentration at half of the fitted maximal effect; nearly all actives have a fitted effect of over 55% in size
Target sequence (A8B2U2 whole entry, looked up): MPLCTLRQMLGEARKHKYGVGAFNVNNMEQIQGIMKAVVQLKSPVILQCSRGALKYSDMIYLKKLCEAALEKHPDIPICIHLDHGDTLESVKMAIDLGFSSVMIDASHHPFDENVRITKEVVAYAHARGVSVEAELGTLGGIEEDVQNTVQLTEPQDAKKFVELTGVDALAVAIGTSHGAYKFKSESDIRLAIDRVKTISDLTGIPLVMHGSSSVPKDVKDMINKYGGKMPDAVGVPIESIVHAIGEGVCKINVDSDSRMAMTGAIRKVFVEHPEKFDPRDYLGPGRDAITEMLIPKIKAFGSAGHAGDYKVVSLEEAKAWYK
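40 nM FBPA preincubated 10 min at RT with compound (up to 57.5 uM final), then substrate plus GAPDH/TPI/NAD/arsenate coupling and diaphorase/resazurin added. Fluorescence read after 20 min at RT, 525/598 nm.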
Sm TGR inh = S. mansoni TGR enzyme inhibition | purified TGR, DTNB reduction, TNB absorbance 405 nm | 360,000 compounds, 3% hits | Q962Y6 | Potency, µM (series often up to 114 µM), inactives show at the top dose activity change, negative = inhibition, hits mostly inhibitors | AID 485364; further: potency means the concentration at half of the fitted maximal effect; nearly all actives have a fitted effect of over 60% in size
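TGR 20 nM + NADPH 100 uM (dispensed conc.), cpd preinc 15 min RT; start with NADPH (500 uM addition) then DTNB (15 mM addition). Kinetic TNB absorbance, 405 nm filter. Four-parameter Hill fit across titration.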
AMA1-RON2 inh = disrupts binding of P. falciparum AMA1 to RON2; AlphaScreen AMA1-biotinylated RON2 peptide binding; Potency, µM (top dose mostly 58.2 µM), for inactives: at the top dose activity change, negative = inhibition, actives largely listed as inhibitors; 360,000 compounds, 0.2% hits;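 further: potency means the concentration at half of the fitted maximal effect; 0% = vehicle wells and -100% = peptide control; nearly all actives have a fitted effect of over 45% in size; some results filed as inactive show a strong effect at the top dose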
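AMA1 (3D7) with his tag at 25 nM final met compounds first, then biotinylated RON2 peptide at 25 nM; detection used donor plus acceptor beads, 10 µg/mL apiece, read by AlphaScreen after 30 min at room temperature.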
AmpC detergent = inhibitors of E. coli AmpC beta-lactamase with detergent; AmpC hydrolysis of nitrocefin, absorbance 480 nm, 0.01% Triton; Potency, µM (titrated, usually from 114 µM), for inactives: at the highest dose activity change, negative = inhibition, hits mostly inhibitors; 370,000 compounds, 0.041% hits;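 further: potency means the concentration at half of the fitted maximal effect; 0% = no-compound wells and -100% = no-enzyme wells; nearly all actives have a fitted effect of over 25% in size; some results filed as inactive show a strong effect at the top dose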
Target sequence (P00811 whole entry, looked up): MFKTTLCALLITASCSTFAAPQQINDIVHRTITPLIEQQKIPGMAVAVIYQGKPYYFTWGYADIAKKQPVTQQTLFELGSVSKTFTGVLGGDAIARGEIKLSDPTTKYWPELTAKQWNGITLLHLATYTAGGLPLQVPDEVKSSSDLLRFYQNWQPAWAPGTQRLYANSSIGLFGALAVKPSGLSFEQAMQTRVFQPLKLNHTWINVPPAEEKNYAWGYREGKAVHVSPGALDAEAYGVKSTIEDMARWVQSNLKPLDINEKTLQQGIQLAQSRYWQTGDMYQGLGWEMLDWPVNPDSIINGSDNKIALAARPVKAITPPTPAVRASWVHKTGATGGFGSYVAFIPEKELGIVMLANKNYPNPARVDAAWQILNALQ
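AmpC (5.3 nM in the dispensed reagent) in 20 mM phosphate pH 7.0 with 0.01% (detergent screen) or 0.0001% Triton X-100 was preincubated with compounds for 15 min at room temperature. Nitrocefin was then added from an 800 uM solution, and hydrolysis was followed at 480 nm.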
AmpC no deterg = inhibitors of E. coli AmpC beta-lactamase without detergent | P00811 | AmpC nitrocefin hydrolysis, absorbance 480 nm, 0.0001% Triton | Potency, µM (top dose mostly 57.1 µM), inactives show at the highest dose activity change, negative = inhibition, hits mostly inhibitors | 330,000 compounds, 0.52% hits | AID 485341;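 further: potency means the concentration at half of the fitted maximal effect; plate controls were no compound for no effect and no enzyme for full effect; nearly all actives have a fitted effect of over 20% in size; some results filed as inactive show a strong effect at the top dose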
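20 mM phosphate pH 7.0 + 0.01% (detergent screen) or 0.0001% Triton X-100; 5.3 nM AmpC reagent; cpd preinc 15 min RT; nitrocefin (800 uM stock) to start; A480 q20 s × 4 min; Activity was normalised to no-enzyme and no-compound control wells.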
HCMV antiviral = inhibitors of human cytomegalovirus; HFF cells, HCMV-luciferase reporter, 72 h; stronger effect = lower value; activity change, negative = inhibition, % at 57.5 µM; 410,000 compounds, 4.5% hits; AID 1259415; in the data active means activity change below about -60%; inconclusive means no clear call, values can overlap the other calls; inactive means above about -39%
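Human foreskin fibroblasts infected with luciferase-reporter HCMV at MOI 1 PFU/cell, compounds at two doses. Luciferase measured 72 h post infection; normalized to buffer-only basal and Salinomycin (10uM) controls.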
* marks the source's active call; other numbers are inactive results; ? = inconclusive; . = no result given; & = joins results of further samples; [ ] = dose if it differs, or a comment. Unless noted, the call rests on the fitted dose curve; in most records, active means well fitted curve in the direction sought with a large enough effect; inconclusive means small, poorly fitted or top-dose-only effect, or another doubt; inactive means no such curve, though single readings can be large; an effect the other way counts as inactive or inconclusive. Unless noted, on the % scale 0 is the no-effect control and ±100 the full control effect.

SMILES	Giardia FBPA inh	Sm TGR inh	AMA1-RON2 inh	AmpC detergent	AmpC no deterg	HCMV antiviral
CCC(=O)N1c2ccc(S(=O)(=O)CCC(=O)NCc3ccc4c(c3)OCO4)cc2CC1C (centres undefined)	-3.9%	5.4%	-7.0%	-16.7%	-1.3%	-9.5
Nc1c(N2CCCCC2)c2ccccc2oc1=O	-10.6%	-8.0%	4.5%	-3.6%	-35.2%	-37.5
CCC(C)C(NC(=O)C1CCC(C)CC1)C(=O)NC(C(=O)OC)C(C)C (centres undefined)	-2.7%	-28.2%	-2.4%	?	-12.2%	-9.2
c1coc(CNc2c3c(nc4ccccc24)CCC3)c1	3.4%	0.0%	-6.1%	-6.1%	-20.9%	-68.6*
Cc1c(Nc2nc3ccccc3n3c(C)nnc23)cccc1C(=O)O	.	6.2%	.	5.0%	.	11.3
CC(C)CC(NC(=O)C(Cc1ccc(OCc2ccccc2)cc1)NC(=O)OC(C)(C)C)C(N)=O (centres undefined)	-2.4%	0.9%	20.2%	3.0%	7.08µM*	63.0
CCOc1ccc(/C=C2\SC(=S)NC2=O)cc1OC	8.0%	-8.3%	7.1%	-1.9%	-33.6%	-3.7
Cc1cc(NC(=O)COC(=O)c2ccc(C)c(C)c2)no1	.	.	9.1%	.	-46.7%	9.5
O=C1COc2ccc(S(=O)(=O)N3CCN(c4ccccc4F)CC3)cc2N1	.	-1.5%	-5.7%	-4.0%	-28.6%	-24.8
COc1ccc(Cl)c2sc(NC(=O)c3ccc(S(=O)(=O)N4CCOCC4)cc3)nc12	.	3.7%	.	23.6%	.	4.7

Single records, as listed above:
Shown for CCC(C)C(NC(=O)C1CCC(C)CC1)C(=O)NC(C(=O)OC)C(C)C (centres undefined) : Giardia FBPA inh = -2.7%; Sm TGR inh = -28.2%; AMA1-RON2 inh = -2.4%; AmpC detergent = ?; AmpC no deterg = -12.2%; HCMV antiviral = -9.2
Shown for Nc1c(N2CCCCC2)c2ccccc2oc1=O : Giardia FBPA inh = -10.6%; Sm TGR inh = -8.0%; AMA1-RON2 inh = 4.5%; AmpC detergent = -3.6%; AmpC no deterg = -35.2%; HCMV antiviral = -37.5
Shown for CCOc1ccc(/C=C2\SC(=S)NC2=O)cc1OC : Giardia FBPA inh = 8.0%; Sm TGR inh = -8.3%; AMA1-RON2 inh = 7.1%; AmpC detergent = -1.9%; AmpC no deterg = -33.6%; HCMV antiviral = -3.7

Next section.
SMILES	Giardia FBPA inh	Sm TGR inh	AMA1-RON2 inh	AmpC detergent	AmpC no deterg	HCMV antiviral
OCCn1c(-c2ccc3c(c2)OCO3)csc1=Nc1ccccc1	0.4%	-5.5%	?	?	2.1%	?
CCOC(=O)Cn1c(C)nc2ccccc21	5.2%	-25.6%	8.3%	-9.1%	-11.3%	-30.5
CN(C(=O)CSc1nc(-c2ccccc2)c(-c2ccccc2)o1)C1CCS(=O)(=O)C1 (centres undefined)	-4.5%	4.4%	-4.4%	-12.6%	37.6%[11.4 µM]	-63.6*
c1cnc(N2CCN(c3cnccn3)CC2)nc1	0.0%	-14.9%	2.4%	-3.5%	-15.4%	-4.4
O=C1c2ccccc2NC(c2cn[nH]c2-c2ccccc2)N1O (centres undefined)	?	-6.9%	56.4%[activator]	?	-11.0%	-18.7
Cc1ccc(CNc2nc3ccc(Cl)cc3n3cnnc23)cc1	.	-1.7%	.	14.9%	.	-31.3
Cc1ccc(S(=O)(=O)N2CCCCC2)cc1C(=O)Nc1ncn[nH]1	0.6%	-0.1%	.	?	-7.7%	.
CCc1ccccc1NC(=O)c1cnn2c(C(F)(F)F)cc(-c3ccc(OC)c(OC)c3)nc12	.	-0.3%	.	-5.0%	.	-3.3
CCCCN1C(C)=CC(=C2C(=O)c3ccccc3C2=O)C=C1C	-2.6%	3.4%	8.4%	7.4%	-30.9%	34.8
Cc1ccc2c(c1)c1c3n2CCCN(Cc2ccccc2)C3CCC1 (centres undefined)	-3.3%	1.2%	3.6%	?	-16.0%	-21.6
CCCCN(CC)CCNC(=O)c1cc2c(C)nc3ccccc3c2o1	-2.0%	-17.9%	-3.6%	-0.3%	-7.0%	?
NS(=O)(=O)c1ccc(NC(=S)N2CCN(C(=O)C3CCCO3)CC2)cc1 (centres undefined)	.	-6.5%	-5.3%	-2.6%	-23.1%	.
Cc1ccccc1CSCCC(=O)NCCC1=CCCCC1	0.4%	0.5%	-17.4%	-0.7%	-5.3%	-32.8
CC(C)c1nnc(NC(=O)CCC(=O)N2CCN(c3ccccn3)CC2)s1	4.4%	5.8%	1.2%	1.2%	-8.3%	-5.2
Cc1cc(=O)n2c(-c3ccccc3C)n[nH]c2n1	-22.7%	-22.2%	3.2%	?	1.6%	8.2
Cc1cccc(NC(=O)CSCC(=O)NCc2cccc(C(F)(F)F)c2)c1	.	3.5%	14.6%	-1.2%	21.0%	16.3
Cc1cc(-c2nc(-c3ccncc3)no2)ccc1[N+](=O)[O-]	13.8%	6.1%	-5.6%	-11.6%	-10.5%	71.3
CCOc1ccc(CN2CCC(Cc3ccccc3)CC2)cc1	-16.1%	-0.5%	-16.7%	-8.3%	-11.1%	19.7
CCOC(=O)C1CC(c2ccc(Cl)cc2)=NNC1=O (centres undefined)	0.1%	4.1%	-6.7%	-10.0%	-14.8%	?
O=C(O)c1cc(-c2ccc(N3CCOCC3)cc2)nn1-c1ccc(F)cc1	11.8%	-8.8%	-1.6%	0.0%	-19.0%	24.5
CCOC(=O)N1CCC(NC(=O)CCc2c(C)nc3nc(C)nn3c2C)CC1	-0.8%	9.3%	13.1%	0.2%	-7.0%	-28.3
O=C1COc2ccc(C(=O)COC(=O)Cn3cnc4ccccc43)cc2N1	-2.2%	-18.1%	0.0%	-9.3%	-17.3%	37.5
CCCCNC(=O)CC1NCCNC1=O (centres undefined)	4.2%	5.1%	60.1%[activator]	-1.5%	40.0%	?
Cc1ccc(OCC(=O)Nc2ccc3nc(Nc4cccc(Cl)c4)cc(C)c3c2)cc1	.	0.7%	.	3.8%	.	4.3
Cn1c(=O)cc(N)n(Cc2ccccc2)c1=O	1.2%&-0.5%	0.2%	8.5%	?	-2.6%	0.0
CCN(CC)S(=O)(=O)c1cc(C(=O)Nc2cc(S(=O)(=O)N3CCOCC3)ccc2N2CCCC2)ccc1F	.	-2.2%	15.0%	?	127.6%[activator]	-22.0
COc1ccc(CCN(C)C(=O)C2CC(=O)N(Cc3ccc(C)cc3)C2)cc1OC (centres undefined)	.	-5.9%	119.0%[activator]	2.5%	30.8%	-24.3
COc1ccc([C@H]2[C@H](C(=O)C(C)(C)C)N3N=Cc4ccccc4C3[C@]23N=C(c2ccccc2)OC3=O)cc1 (some centres undefined)	-10.0%	1.3%	-5.3%	-0.4%	-23.4%	26.3
O=C(O)c1ccc(NC2=Nc3cccc4cccc2c34)cc1	-26.9%	-16.7%	8.0%	3.2%	-3.7%	1.9
COCCNC(=O)c1ccc(NS(C)(=O)=O)cc1	-1.5%	1.3%	23.4%	-0.6%	-6.5%	3.6
O=C(NCc1cn2ccccc2n1)c1ccco1	14.2%	-16.0%	21.3%	-7.2%	4.9%	35.4
O=C(CN1C(=O)S/C(=C\c2cccs2)C1=O)Nc1ccc(O)cc1C(=O)O	.	-11.5%	-4.1%	-13.3%	12.0%	-4.5
COc1cc(C(=O)OCC(C)=O)c([N+](=O)[O-])cc1OC	-2.3%	0.9%	-17.6%	3.4%	-11.1%	-9.8
Cc1ccccc1CC1(CO)CCCN(C(=O)c2ccccc2N(C)C)C1 (centres undefined)	1.2%	-0.5%	-6.2%	2.6%	121.0%[activator]	-29.2
COC(=O)C1CCN(C(=O)N2CCOCC2)CC1	5.3%	0.4%	10.9%	?	-21.3%	5.2
C=CCn1sc(=N)c(C#N)c1N	?	-6.3%	-1.4%	?	-12.9%	-17.7
CC(C)c1nc(SCc2c(F)cccc2Cl)c2c(=O)n(C)c(=O)n(C)c2n1	4.9%	5.0%	-0.7%	?	-23.4%	.
CCOc1ccc(C(=O)Nc2ccc(CN3CCOCC3)cc2)cc1Cl	2.2%	-1.1%	1.4%	-11.9%	60.8%	-14.7
CCNC(=S)NNC(=O)Cc1ccccc1	-11.6%	7.3%	-20.4%	-6.2%	-3.3%	-14.6
Cc1cc(N2CCN(Cc3nc(-c4ccc(F)cc4)oc3C)CC2)cc(C)n1	-5.3%	-20.3%	-0.4%	1.5%	23.8%	?
COc1ccc(S(=O)(=O)N2CCC(Oc3cccc(C(F)(F)F)c3)CC2)cc1OC	.	4.2%	.	9.4%	.	-23.9
O=c1nc2ccccn2c2ccc(S(=O)(=O)N3CCCCC3)cc12	0.1%	-12.4%	13.1%	-15.2%	-19.7%	-7.8
N#Cc1c[nH]n2c(=O)c3c(nc12)CCC3	-23.5%	-12.0%	28.9%	1.0%	-3.7%	-17.5
CC(C)c1nnc(NC(=O)c2nc(S(=O)(=O)Cc3ccccc3)ncc2Cl)s1	.	39.8µM*	63.0%[activator]	?	-28.2%	-110.4*
Nc1nsc2ccccc12	-1.9%	-0.5%	-2.9%	-3.1%	-9.2%	-72.5*
Cc1ccc(CO/N=C/c2c(O)cc(C)oc2=O)cc1	?	-5.3%	16.6%	3.9%	3.6%	-31.1
CC1CC(C)CN(C(=O)C(Cc2ccccc2)NC(=O)c2ccccc2)C1 (centres undefined)	.	-9.7%	12.8%	?	-5.8%	-8.0
CC(C)N(CCc1ccncc1)C(=O)Nc1ccc(Cl)c(Cl)c1	7.0%	-1.4%	-14.2%	-11.4%	-4.2%	-4.6
NC1=NC(=Nc2ccc(Cl)cc2)c2ccccc21	-13.6%	-6.6%	11.5%	-7.8%	-19.5%	-4.6
Cn1ccnc1SCC(=O)Nc1ccc2c(c1)COC2=O	0.8%	-5.2%	-2.8%	-2.5%	-24.5%	48.1
(more compounds)
SMILES	Giardia FBPA inh	Sm TGR inh	AMA1-RON2 inh	AmpC detergent	AmpC no deterg	HCMV antiviral
O=C(Oc1cccc(Nc2ncnc3ccccc23)c1)c1ccccc1Cl	-6.4%	-2.5%	-6.9%	8.5%	-27.3%	-12.6
CCS(=O)(=O)N1CCN(c2ccc(S(=O)(=O)N3CCOCC3)cc2)CC1	6.0%	-3.7%	-3.7%	-13.5%	-13.3%	?
Cc1ccc(-c2nc(Cn3c(=O)cc(-c4ccccc4)c4c(C)nn(C)c43)c(C)o2)cc1	.	4.4%	.	-3.3%	.	-9.6
O=C(CN1CCN(Cc2ccccc2)CC1)Nc1ccc(Cl)cc1	5.9%	6.0%	0.0%	-3.6%	67.3%[activator]	-39.9
O=[N+]([O-])c1ccc(-c2cn3c(n2)CCC3)cc1	3.9%	12.8%	10.9%	-12.3%	-13.1%	45.3
CC(C)(C)NS(=O)(=O)c1ccc(CCC(=O)NCc2ccco2)cc1	-0.7%	35.5µM*	1.1%	?	-1.0%	43.4
Cc1cccc(C(=O)Nc2nc3nc(-c4ccccc4)cc(=O)n3[nH]2)c1	.	1.3%	.	14.2%	.	4.1
CCCCC(=O)NCCc1ccc(OC)cc1	5.7%	10.4%	11.9%	-1.1%	-3.5%	73.0
